Assay outcomes: PubChem BioAssay, National Center for Advancing Translational Sciences (NCATS)
Pf growth 96h – inhibits malaria parasite growth, 96 h | P. falciparum luciferase reporter growth, 96 h | Potency, µM (top dose mostly 28.7 µM), for inactives: at the highest dose activity change, negative = inhibition, most hits filed as inhibitors | 320,000 tested, 6.9% active | AID 504834; further: potency means the concentration at half of the fitted maximal effect; on the % scale 0 is the no-effect control and ±100 the full control effect
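Parasite growth measured via integrated firefly luciferase reporter in P. falciparum. Infected erythrocytes at 2% hematocrit, 0.05% parasitemia final were treated 96 hours at 37 C under 5% CO2, and luminescence was read.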
LmPK inhibitor – blocks Leishmania mexicana pyruvate kinase activity; Q27686; purified LmPK, Kinase-Glo ATP luminescence, 1 h; Potency, µM (titrated, usually from 57.5 µM), for inactives: top-dose activity change, negative = inhibition, usual class: inhibitors; 290,000 tested, 0.37% active; further: potency means the concentration at half of the fitted maximal effect; on the % scale 0 is the no-effect control and ±100 the full control effect
Target sequence (Q27686 whole entry, looked up): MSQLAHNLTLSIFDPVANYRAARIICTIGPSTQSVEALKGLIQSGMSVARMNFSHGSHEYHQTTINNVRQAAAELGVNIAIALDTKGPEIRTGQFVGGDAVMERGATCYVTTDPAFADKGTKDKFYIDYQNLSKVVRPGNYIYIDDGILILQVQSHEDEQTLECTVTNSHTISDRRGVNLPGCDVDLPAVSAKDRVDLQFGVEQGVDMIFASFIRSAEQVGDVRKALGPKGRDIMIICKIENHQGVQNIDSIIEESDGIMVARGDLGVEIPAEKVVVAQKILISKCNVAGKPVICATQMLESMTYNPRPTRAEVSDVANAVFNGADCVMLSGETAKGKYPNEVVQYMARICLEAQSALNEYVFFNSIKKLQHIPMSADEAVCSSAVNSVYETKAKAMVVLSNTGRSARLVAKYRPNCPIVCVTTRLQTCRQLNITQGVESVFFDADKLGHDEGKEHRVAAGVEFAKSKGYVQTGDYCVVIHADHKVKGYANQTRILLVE
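Pyruvate kinase activity monitored as ATP production (luciferase luminescence). Conditions: 0.1 nM enzyme, 0.5 mM PEP, 0.1 mM ADP, 1 h, RT; normalized against uninhibited and no-enzyme wells.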
TbPYK inhibitor – inhibitors of Trypanosoma brucei pyruvate kinase | TbPYK enzyme, Kinase-Glo Plus ATP luminescence, 45 min | Potency, µM (series often up to 76.8 µM), for inactives: at the highest dose activity, negative = inhibition, hits mostly inhibitors | 410,000 tested, 0.12% active | AID 624173; further: potency means the concentration at half of the fitted maximal effect; on the % scale 0 is the no-effect control and ±100 the full control effect; nearly all actives have a fitted effect of over 50% in size
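Luminescence from Kinase-Glo Plus, added after a 45-minute room-temperature reaction, served as the end-point read-out. The enzyme and substrate were preincubated with compound before ADP (130 uM final) initiated turnover. Concentration-effect curves came from normalized qHTS data.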
AMA1-RON2 inh – AMA1-RON2 (P. falciparum) interaction inhibition. AlphaScreen AMA1-biotinylated RON2 peptide binding. Potency, µM (doses to about 58.2 µM), for inactives: at the top dose activity change, negative = inhibition, most hits filed as inhibitors. 360,000 tested, 0.2% active;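 further: potency means the concentration at half of the fitted maximal effect; 0% = vehicle wells and -100% = peptide control; nearly all actives have a fitted effect of over 45% in size; some results filed as inactive show a strong effect at the top dose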
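AMA1 (3D7) with his tag at 25 nM final met compounds first, then biotinylated RON2 peptide at 25 nM; detection used donor plus acceptor beads, 10 µg/mL apiece, read by AlphaScreen after 30 min at room temperature.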
Pf growth 48h – inhibits P. falciparum growth in the first generation, 48 h; Potency, µM (titrated, usually from 28.7 µM), inactives show at the highest dose activity change, negative = inhibition, usual class: inhibitors; 310,000 tested, 5.9% active; P. falciparum luciferase growth in erythrocytes, 48 h; further: potency means the concentration at half of the fitted maximal effect; on the % scale 0 is the no-effect control and ±100 the full control effect
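In quantitative HTS format, infected erythrocytes bearing luciferase-reporter parasites were treated for a single generation at 37 C. Luminescence after adding detection reagent served as the growth measure.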
Shiga toxin inh – blocks Shiga toxin action in Vero cells | 290,000 tested, 9.2% active | AID 2315 | inhibition, % at 38.7 µM | Vero cells, Shiga toxin protein synthesis inhibition reporter; in the data active means inhibition mostly above about 28%, no sharp cut-off; inactive means mostly below about 43%; further: 0% is about no effect
Cycloheximide cs – affects cycloheximide protein synthesis inhibition readout, counter-screen; max response, %; cell reporter, cycloheximide protein synthesis inhibition counterscreen; 300,000 tested, 12% active; in the data active means max response mostly above about 13%, no sharp cut-off; inactive means mostly below about 14%; further: read at 38.3 µM for the half of the compounds with a filed dose; 0% is about no effect
Starred values were filed as active, the others as inactive; ? = inconclusive; nt = no result given; & = joins results of further samples; [ ] = another dose, or the depositor's remark. Unless noted, the call rests on the fitted dose curve; in most records, active means well fitted curve in the direction sought with a large enough effect; inconclusive means small, poorly fitted or top-dose-only effect, or another doubt; inactive means no such curve, though single readings can be large; an effect the other way counts as inactive or inconclusive.

molecule	Pf growth 96h	LmPK inhibitor	TbPYK inhibitor	AMA1-RON2 inh	Pf growth 48h	Shiga toxin inh	Cycloheximide cs
COc1ccc2nc(SCC(=O)C(C)(C)C)[nH]c2c1	115%[activator]	6%	-7%	-7%	114%[activator]	65*	43*
CC(=O)c1ccc(NC(=O)CCn2c(=O)oc3ccccc32)cc1	?	-1%	3%	-3%	9%	29	-3
Cc1ccnc(SCC(=O)Nc2c(C)n(C)n(-c3ccccc3)c2=O)n1	-10%	1%	-4%	9%	nt	-10	-7
CCN1CCN(c2ccc([N+](=O)[O-])c(Sc3nc4ccccc4[nH]3)c2)CC1	2.6µM*	6%	0%	0%	?	-23	1
CN(Cc1ccccc1)c1ncnc2c1cnn2-c1ccccc1	?	1%	-2%	13%	73%[activator]	98*	55*
S=c1[nH]c2ccccc2s1	nt	nt	?	nt	nt	-4	15
O=C1NC(=O)C(=Cc2cc(Cl)ccc2OCc2ccc(C(=O)O)cc2)C(=O)N1	71%[activator]	4%	?	-7%	?	-5	8
O=C(CCN1N=C(c2ccccc2)CCC1=O)NCC1CCCO1 (centres undefined)	3.7µM*	-1%	4%	0%	13%	-7	-3
NNC(=O)COc1ccc(C(F)(F)F)cc1	0%	-2%	2%	20%	1%	-9	-4
CCOC(=O)c1[nH]c2ccc(OC)cc2c1NC(=O)c1cccc(OC)c1	?	-7%	1%	-25%	-18%	-8	3
CC(=O)C1=C(O)C(=O)N(CC#N)C1c1cccs1 (centres undefined)	34%[activator]	1%	-11%	5%	32%[activator]	9	8
Cn1c(SCC(=O)c2ccccc2)nnc1-c1cccnc1	14%	-3%	0%	-16%	?	67*	54*
COc1cccc(NC(=O)COC(=O)CCC2CCCC2)c1	-6%	nt	6%	4%	0%	nt	nt
Clc1ccc(OCCSc2nnnn2C2CCCCC2)cc1	nt	1%	3%	89%[activator]	19%	-25	-3
CN1c2ccc([N+](=O)[O-])cc2CC2(C(=O)NC(=O)N(c3ccccc3)C2=O)C1c1ccccc1 (centres undefined)	2.9µM*	0%	-4%	11%	3.3µM*	-5	-5
C=CCn1c(SCC(=O)NC2CC2)nnc1-c1ccccn1	-29%	-4%	-8%	-6%	0%	-9	-2
Cn1c(=O)c2c(ncn2CC(=O)N2CCCCCC2)n(C)c1=O	0%	8%	1%	-2%	-19%	-5	-1
CC(=NCc1ccco1)C1=C(O)c2ccccc2C1=O	?	-1%	10%	-1%	27%	31	25
O=c1[nH]c2ccccc2cc1CN(c1ccccc1)S(=O)(=O)c1ccccc1	7%	3%	-4%	-19%	-9%	7	0
CCCCN(C(=O)c1cccc(S(=O)(=O)N2CCN(C)CC2)c1)c1c(N)n(CCC)c(=O)[nH]c1=O	19%	nt	0%	52%[activator]	33%[activator]	nt	nt

Next section, overlapping the part above by 3 compounds.
molecule	Pf growth 96h	LmPK inhibitor	TbPYK inhibitor	AMA1-RON2 inh	Pf growth 48h	Shiga toxin inh	Cycloheximide cs
CC(=NCc1ccco1)C1=C(O)c2ccccc2C1=O	?	-1%	10%	-1%	27%	31	25
O=c1[nH]c2ccccc2cc1CN(c1ccccc1)S(=O)(=O)c1ccccc1	7%	3%	-4%	-19%	-9%	7	0
CCCCN(C(=O)c1cccc(S(=O)(=O)N2CCN(C)CC2)c1)c1c(N)n(CCC)c(=O)[nH]c1=O	19%	nt	0%	52%[activator]	33%[activator]	nt	nt
Cc1cc(C)c(C(=O)CSc2nnc(-c3cccnc3)n2C)c(C)c1	nt	0%	-7%	6%	12µM*	1	-5
CCOc1ccc(CNC(=O)CCS(=O)(=O)Cc2ccc(C)cc2)cc1OC	58%[activator]	-3%	0%	5%	7%	47	12
CNc1cccccc1=S	12%	-5%	-18%	?	-14%	-12	1
CCN(CC)S(=O)(=O)c1cc(NC(=O)COC(=O)CCc2nc3ccccc3s2)ccc1C	-2%	5%	2%	-5%	-5%	32	-1
O=[N+]([O-])c1ccc(OCCCCCN2CCOCC2)cc1	?	-3%	5%	-1%	-12%	-3	-2
COc1cccc(/C=C/C(=O)OCC(=O)NCCc2ccccc2)c1	6%	9%	1%	11%	18%	-7	-2
COc1ccc(S(=O)(=O)NCCc2c[nH]c3ccc(C)cc23)cc1	6%	-2%	0%	-3%	2%	-3	-1
C/C(=N\NC(=O)Cc1ccc(F)cc1)c1ccc(O)cc1	10%	3%	5%	-1%	-4%	-8	8
O=c1c(Cc2ccccc2)c(O)ccn1Cc1ccco1	9%	0%	1%	4%	1%	-6	-4
O=C(CCc1nc2ccccc2s1)Nc1cccnc1	-4%	13%	2%	-5%	6%	13	18
CCN1C(=O)CC(N2CCC(C(=O)OC)CC2)C1=O (centres undefined)	21%	-11%	4%	7%	16%	-12	-2
Cc1cccc(N2CCN(C(=S)c3ccc([N+](=O)[O-])cc3)CC2)c1	33%[activator]	3%	-29%	?	5%	-15	-5
CNC(=O)CSc1nc2ccccc2c(=O)n1C1CCCCC1	?	-2%	2%	-1%	-24%	-4	-2
Cc1noc(C)c1S(=O)(=O)N(CC(=O)NC1CCCC1)c1ccc(C(C)C)cc1	-14%	2%	2%	5%	-6%	18	10
O=C(CN1CCOc2ccccc21)NCc1ccc(Cl)cc1	-14%	2%	-20%	-17%	20%	-10	7
Cc1cc(C)cc(C(=O)NCC(=O)OCC(=O)N(C)c2ccccc2)c1	12%	5%	5%	13%	-5%	30	4
c1csc(-c2cnc3ccccc3n2)c1	1%	15%	1%	-1%	nt	75*	29*
COCCNC(=S)NNC(=O)c1cc(C2CC2)nc2ccccc12	0%	3%	-2%	88%[activator]	?	-12	-7
CC1(C)NC(=O)N(CCOCCOc2cccc(Oc3ccccc3)c2)C1=O	nt	2%	-8%	8%	0%	-26	8
O=c1c2cc(Br)ccc2[nH]c(=S)n1-c1ccccc1	-20%	5%	-6%	77%[activator]	27%	-12	-3

(next part)
molecule	Pf growth 96h	LmPK inhibitor	TbPYK inhibitor	AMA1-RON2 inh	Pf growth 48h	Shiga toxin inh	Cycloheximide cs
C#CCNC(=O)C1=C[C@@H](c2ccccc2)[C@H](CCCO)[C@@H](OCC)O1	?	7%	-6%	-1%	?	-15	0
Cc1cc(=O)oc2cc(OCC(=O)N3CCC(C(=O)O)(c4ccccc4)CC3)ccc12	?	-10%	3%	-10%	?	8	-1
COc1ccc(OCCOCCN2CCOCC2)cc1	33%[activator]	-2%	-15%	0%	nt	-10	-1
Nc1nonc1C(=O)NCCN=Cc1ccccc1O	14%	-10%	1%	15%	8%	-3	-2
COc1ccnc2c1c(=O)n(Cc1cccc(F)c1)c(=O)n2C	-18%	4%	-2%	-4%	-4%	-3	6
c1cncc(-c2nnc3n2C2(CCCCC2)Cc2ccccc2-3)c1	-14%	1%	-12%	1%	1%	-15	-1
CN(CC(=O)Nc1ccc(Cl)c(C(F)(F)F)c1)C(=O)C1(c2ccccc2)CC1	?	nt	-16%	-17%	?	nt	nt
COc1ccc(C(C)=O)cc1COC(=O)C1CC(=O)N(Cc2ccccc2)C1 (centres undefined)	21%	0%	4%	5%	2%	-4	-3
CC(=O)c1c(C)[nH]c(C(=O)NCC2CCCCC2)c1C	30%	1%	32%	8%	14%	63*	11
Clc1ccc2[nH]c3c(c2c1)CCc1cn[nH]c1-3	64%[activator]	2%	-5%	-14%	0%	70*	29*
CC1=CC=CC2=NC(=O)CC(C)(C(=O)N(CC(=O)NC3CCCC3)c3ccc(F)cc3)N12 (centres undefined)	28%	-1%	-13%	21%	21%	-8	-6
N#C/C(=C\c1ccc(-c2ccc(C(=O)O)cc2)o1)c1nc2ccccc2[nH]1	21%	6%	4%&-2%	11%	?	-7	8
CCOC(=O)C1=C(C)N=c2s/c(=C\c3ccncc3)c(=O)n2C1c1ccc2c(c1)OCO2 (centres undefined)	-2%	1%	-12%	-13%	4.1µM*	-13	-3
CCOc1ccccc1C(=O)NC(C(=O)Nc1cccnc1)C(C)C (centres undefined)	?	-4%	-3%	2%	-21%	-10	-2
Cc1nnc(NC(=O)CSc2nc3[nH]ncc3c(=O)[nH]2)s1	17%	-8%	1%	25%	0%	6	2
Cn1cc(C(=O)Nc2ccc(Cl)cc2)c(C(F)(F)F)n1	30%[activator]	1%	-2%	-1%	-3%	4	-3
C=CCN(c1ccccc1)S(=O)(=O)c1ccc2c(c1)NC(=O)C(C)S2 (centres undefined)	?	-1%	0%	-5%	?	2	7
COc1ccc(S(N)(=O)=O)cc1C(=O)OCCCOC(=O)c1cc(S(N)(=O)=O)ccc1OC	?	-12%	-1%	-8%	14%	-14	-3
Cc1cc(C)c2c(n1)SCC(=O)N2CC(=O)Nc1cccc(Cl)c1	32%[activator]	0%	-13%	-2%	-29%	13	2
CCOC(=O)c1cc(C)sc1NC(=O)CN1CCN(C(=O)c2ccco2)CC1	-102%	-7%	2%	-1%	?	-19	-2

Other results follow:
molecule	Pf growth 96h	LmPK inhibitor	TbPYK inhibitor	AMA1-RON2 inh	Pf growth 48h	Shiga toxin inh	Cycloheximide cs
CN(c1ccc(C(=O)N/N=C/c2cccc([N+](=O)[O-])c2)cc1)S(=O)(=O)c1ccccc1	?	-1%	0%	6%	6.6µM*	-4	-3
CCOC(=O)c1c(C)c2c(=O)[nH]cnc2n1-c1ccccc1	13%	1%	-5%	4%	nt	-4	-9
CCOC(=O)C(C)N1N=C(/C=C/c2ccc(OC)cc2)CCC1=O (centres undefined)	?	5%	0%	6%	-4%	-14	-1
COc1cccc(N(C(=O)Cn2nnc(-c3ccc(C)cc3)n2)C(C(=O)NC(C)(C)C)c2c[nH]c3ccccc23)c1 (centres undefined)	2.3µM*	0%	4%	?	12µM*	-7	-1
Cc1cc(C)c2c(n1)nn1c(N3CCN(c4ccccn4)CC3)cc(C)nc21	3.3µM*	2%	nt	nt	6%	-16	-2
Cc1ccc(CCCNC(=O)C2CCC(=O)N(Cc3cccc(F)c3)C2)cc1 (centres undefined)	7%	0%	-10%	2%	?	-2	14*
O=C(CCCn1c(=S)[nH]c2ccccc2c1=O)N1CCN(c2cccc(Cl)c2)CC1	?	1%	nt	0%	?	-4	-2
COc1ccc(S(=O)(=O)N2CCC(C(=O)NCc3ccco3)CC2)cc1	?	3%	-5%	10%	3.3µM*	-7	1
CCN(CC)S(=O)(=O)c1ccc2oc(C(=O)N3CCOCC3)c(C)c2c1	?	3%	4%	4%	-29%	0	-2
c1ccc(-c2n[nH]c3c2CCC3)cc1	45%[activator]	1%	-9%	5%	-3%	-25	-1
O=S(=O)(NCCNc1nccc(C(F)(F)F)n1)c1ccccc1	7%	2%	4%	-6%	-5%	-9	-2
CC(C)CN(C(=O)COC(=O)c1ccc2ccccc2n1)C1CCS(=O)(=O)C1 (centres undefined)	32%[activator]	1%	4%	4%	13%	-9	4
CN(C)c1ccnc(Nc2ccccc2)c1C#N	30%[activator]	-1%	-3%	10%	18%	-6	-1
